High-throughput results: PubChem BioAssay, Sanford-Burnham Center for Chemical Genomics
TNAP activation fold = stimulation of alkaline phosphatase TNAP activity – biochemical, luminescent, no phosphate acceptor, uHTS, primary screen (AID 1001). one-dose activation fold at 20 µM; EC50 in µM for titrated hits. actives 0.03% (n = 200,000). purified TNAP, luminescent activation assay, no phosphate acceptor; higher activation fold means a stronger effect; in the data active = activation fold from about 3, or a potency from the dose series; inactive = the rest, 99 in 100 with activation fold below about 1.6; note: many of its hits are not listed in these tables
NOD1 NF-kB reporter = NOD1 signaling inhibitors, primary screen, cell-based, luminescence, uHTS (AID 1578) | inhibition, % at 4 µM; hits with a dose series show EC50 in µM | actives 1% (n = 290,000) | NOD1-driven NF-kB luciferase reporter cells, luminescence; higher % means a stronger effect; in the data active = inhibition mostly above about 36%, no sharp cut-off; inactive = mostly below about 34%;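 note: HEK-293T reporter cells stimulated with the NOD1 agonist gamma-tri-DAP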
KOR beta-arrestin-1 = KOR antagonists, beta-arrestin recruitment, cell-based, luminescence, uHTS (AID 1778); KOR beta-arrestin recruitment, luminescence, antagonist mode; higher % means a stronger effect; inhibition, % at 10 µM, or IC50 in µM where a hit was titrated; actives 0.091% (n = 290,000); note: strong numbers were not always called active
human PMI inhibitors = MPI inhibition at elevated mannose 6-phosphate – biochemical, fluorescence intensity, high mannose 6-phosphate, primary screen (AID 1220); recombinant PMI enzyme, coupled fluorescence intensity; higher % means a stronger effect; inhibition, % at 20 µM, or IC50 in µM where a hit was titrated; actives 0.66% (n = 190,000)
NOD2 inhibition = NOD2 signaling inhibitors, cell-based, luminescence, uHTS, HEK293 (AID 1566); actives 0.63% (n = 290,000); inhibition, % at 4 µM, or EC50 in µM where a hit was titrated; HEK293 NOD2/NF-kB luciferase reporter, luminescence; higher % means a stronger effect; note: many of its hits are not listed in these tables
XIAP antagonists = XIAP antagonists, biochemical, IAP family, fluorescence polarization (AID 1018); XIAP BIR domain, fluorescence polarization peptide displacement; higher % means a stronger effect; displacement, % at 20 µM, or IC50 in µM where a hit was titrated; actives 0.007% (n = 200,000); in the data active = displacement above about 50%; note: a part of the inactive calls stands beside numbers as strong as those of hits
KOR beta-arrestin-2 = kappa opioid receptor activators – cell-based, luminescence, uHTS, primary screen (AID 1777) | KOR beta-arrestin recruitment, luminescence; higher % means a stronger effect | activation, % at 10 µM; hits with a dose series show EC50 in µM | actives 0.02% (n = 280,000); in the data active = activation above about 50%, passing the limit was not always enough; note: a part of the inactive calls stands beside numbers as strong as those of hits
PMI inhibitors = inhibitors of human PMI, primary screen, biochemical, fluorescence intensity, coupled assay (AID 1209) | inhibition, % at 20 µM, or IC50 in µM where a hit was titrated | actives 0.42% (n = 190,000) | purified PMI enzyme, coupled fluorescence intensity; higher % means a stronger effect;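 note: plate controls were DMSO vehicle for no effect and wells lacking substrate for full effect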
LYP phosphatase = PTPN22 lymphoid phosphatase activity blockers – biochemical, fluorescence intensity, uHTS (AID 1779); recombinant LYP phosphatase, fluorescence intensity; higher % means a stronger effect; inhibition, % at 11.5 µM, or IC50 in µM where a hit was titrated; actives 0.054% (n = 290,000);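 note: plate controls were vehicle with enzyme for no effect and no enzyme for full effect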
An asterisk follows results filed as active; . = not tested or not shown; [ ] = dose if it differs, or a comment. Cut-off read from the data, not from the text of the source, unless noted: active = inhibition above about 50%; inactive = the rest. This is a subset; rates above refer to the full screens.

SMILES	TNAP activation fold	NOD1 NF-kB reporter	KOR beta-arrestin-1	human PMI inhibitors	NOD2 inhibition	XIAP antagonists	KOR beta-arrestin-2	PMI inhibitors	LYP phosphatase
Cc1ccccc1Cn1nc(C)c(NC(=O)c2cc3nc(-c4ccco4)cc(C(F)(F)F)n3n2)c1C	1.2	-1%	-6%	-1%	26%	1.2%	1.2%	4%	6%
Cc1cccc(N2C(=O)C3C(c4ccccc4)OC4(C(=O)c5ccccc5C4=O)C3C2=O)c1 (configuration not stated)	1.1	-3%	-55%	-4%	-19%	-4.6%	-0.1%	-4%	-5%
COc1ccc(/C=C/C(=O)Nc2ccc(C)cc2)cc1S(=O)(=O)N1CCOCC1	.	0%	11%	.	20%	.	0.2%	.	2%
Cn1cc(C(=O)NS(=O)(=O)Nc2ccc(Br)cn2)c2ccccc21	.	-29%	26%	.	8%	.	8.6%	.	-6%
COc1ccccc1/C=C\C=N\NC(=O)c1ccco1	1.2	-48%	9%	3%	-4%	-2.6%	-0.8%	2%	5%
COc1cc(OC)c(C2=NOC(C(=O)Nc3ccc4c(c3)OCO4)C2)cc1Cl (configuration not stated)	0.9	-38%	18%	27%	-1%	-2.9%	-0.9%	15%	-6%
O=c1ccc(-c2nc3ccccc3n2Cc2ccc(Cl)cc2)c[nH]1	.	-13%	-20%	.	0%	.	4.7%	.	3%
CCSc1ncnc2sc3c(c12)CCC3	1	12%	15%	1%	14%	-2.1%	-14%	3%	-1%
O=[N+]([O-])c1ccc(CN2CCCCCC2)s1	1.1	-11%	16%	22%	7%	-16%	12%	17%	1%
COC(=O)c1cccc(C(=O)Nc2ccc(F)cc2)n1	1.1	-13%	2%	3%	-3%	-0.3%	2.7%	7%	-2%
CC1CC(C)(C)NC(=S)N1CCC(=O)N1CCc2ccccc2C1 (configuration not stated)	1	-4%	-23%	11%	13%	-7.2%	-0.2%	1%	-6%
Nc1nc2ccc(S(=O)(=O)c3ccc4nc(N)sc4c3)cc2s1	1.1	17%	41%	-5%	10%	-10%	-0.8%	-1%	-1%
CN(Cc1ccccc1)C(=O)CCC(=O)N(C)Cc1ccccc1	1.1	-41%	-17%	-2%	-35%	-5.3%	4.7%	-5%	-4%
CCS(=O)(=O)c1nc(S(=O)(=O)c2ccc(C)cc2)c(NCCCn2ccnc2)s1	.	-20%	-5%	.	4%	.	-1.6%	.	-5%
Cc1ccccc1CN1CCNC(=O)C1CC(=O)O (configuration not stated)	1.1	-22%	14%	-44%	-6%	-4.2%	-0.9%	-19%	-3%
CC(C)N(CCC#N)C(=O)Nc1ccc2c(c1)CCO2	.	0%	29%	.	14%	.	0.8%	.	-3%
CC1(C)CC(=O)C2=C(C1)OC1=C(C(=O)CC(C)(C)C1)C2c1ccccc1	1.1	-4%	-29%	-4%	6%	-9.5%	-5.0%	-5%	4%
COc1ccc(Cl)cc1C(=O)NNC(=S)NC(=O)c1ccc(F)c(F)c1	.	1%	17%	.	41%	.	0.0%	.	-4%
c1ccc(-c2nnc(-c3ccccn3)s2)nc1	.	14%	2%	.	-65%	.	8.5%	.	-7%
COC(=O)c1ccc2c(CCO)c[nH]c2c1	.	-5%	3%[20 µM]	.	-8%	.	4.3%	.	-23%

Limited to KOR beta-arrestin-2 and LYP phosphatase, for two of the compounds above:
| structure | KOR beta-arrestin-2 | LYP phosphatase |
| --- | --- | --- |
| Cc1ccccc1Cn1nc(C)c(NC(=O)c2cc3nc(-c4ccco4)cc(C(F)(F)F)n3n2)c1C | 1.2% | 6% |
| Cc1cccc(N2C(=O)C3C(c4ccccc4)OC4(C(=O)c5ccccc5C4=O)C3C2=O)c1 (configuration not stated) | -0.1% | -5% |

Another view of some results above.
TNAP activation fold | NOD1 NF-kB reporter | KOR beta-arrestin-1 | human PMI inhibitors | NOD2 inhibition | XIAP antagonists | KOR beta-arrestin-2 | PMI inhibitors | LYP phosphatase | structure
. | -20% | -5% | . | 4% | . | -1.6% | . | -5% | CCS(=O)(=O)c1nc(S(=O)(=O)c2ccc(C)cc2)c(NCCCn2ccnc2)s1
1.1 | -22% | 14% | -44% | -6% | -4.2% | -0.9% | -19% | -3% | Cc1ccccc1CN1CCNC(=O)C1CC(=O)O (configuration not stated)
. | 0% | 29% | . | 14% | . | 0.8% | . | -3% | CC(C)N(CCC#N)C(=O)Nc1ccc2c(c1)CCO2
1.1 | -4% | -29% | -4% | 6% | -9.5% | -5.0% | -5% | 4% | CC1(C)CC(=O)C2=C(C1)OC1=C(C(=O)CC(C)(C)C1)C2c1ccccc1

(listing goes on)
SMILES	TNAP activation fold	NOD1 NF-kB reporter	KOR beta-arrestin-1	human PMI inhibitors	NOD2 inhibition	XIAP antagonists	KOR beta-arrestin-2	PMI inhibitors	LYP phosphatase
CCCN(CC(=O)Nc1ccc(C(N)=O)cc1)CC(=O)Nc1ccc(Cl)cc1Cl	0.9	-30%	23%	3%	-6%	-7.4%	3.2%	18%	21%
CCOc1ccc(NC(=S)NCCN2CCN(Cc3ccccc3)CC2)cc1	1.1	2%	23%	0%	11%	-3.8%	-10%	1%	-2%
NC(=O)N[C@@H](Cc1c[nH]c2ccccc12)C(=O)OCC(=O)N1CCCCC1	1.1	-19%	-4%	2%	14%	-6.7%	3.1%	-8%	-6%
CCCSc1nc2c(c(=O)[nH]c(=O)n2C)n1Cc1ccccc1	.	4%	4%	.	12%	.	2.7%	.	-9%
O=C(NCCCO)C(=O)NCc1ccncc1	1	-8%	32%	-8%	1%	-12%	2.7%	-10%	-1%
CCc1nnc(NC(=O)CSc2nccn2-c2ccccc2)s1	1	-18%	-15%	6%	3%	-6.1%	7.4%	3%	-6%
COC(=O)c1sc(S(=O)(=O)NCc2cccs2)c(C(=O)OC)c1C	1.1	16%	-31%	7%	0%	-1.2%	-1.2%	7%	0%
Cc1sc2ncn(CC(=O)NCCc3ccccc3)c(=O)c2c1C	1.1	15%	-25%	-5%	0%	-4.8%	1.5%	0%	-8%
Cc1nnsc1S(=O)c1ccc(Br)cc1 (configuration not stated)	.	-20%	-22%	.	-16%	.	10%	.	0%
Cc1nc2ncnn2c(C)c1Cc1c(Cl)cccc1Cl	1	0%	16%	11%	-6%	-3.2%	3.4%	11%	-7%
COC(=O)c1ccc(NC(=O)c2cccc(NC(=O)c3ccccc3)c2)cc1	.	-18%	-24%	.	22%	.	1.2%	.	-8%
O=C(COC(=O)c1ccccc1NS(=O)(=O)c1cccs1)NCC12CC3CC(CC(C3)C1)C2	1.2	-22%	-51%	2%	6%	-0.4%	2.5%	18%	8%
COc1ccc(CN2C(=O)c3ccccc3C2C(=O)NC2CCCCCC2)c(OC)c1 (configuration not stated)	1.6	-9%	20%	0%	-3%	-3.6%	-1.9%	6%	2%
C#CCOc1ccc(/C=C2/C(=O)NN(c3ccc(F)cc3)C2=O)cc1OC	.	2%	-6%	.	10%	.	6.2%	.	1%
COc1ccc(S(=O)(=O)N2CCC(C(=O)O)(c3ccccc3)CC2)cc1	.	-7%	-2%[20 µM]	.	8%	.	-2.7%	.	-11%
COc1ccc(NC(=O)C2CCCN(S(=O)(=O)c3ccc(-n4cnnn4)cc3)C2)cc1 (configuration not stated)	.	-32%	-9%	.	0%	.	-0.3%	.	-2%
Cc1cccc(-c2noc(CN(C(=O)C34CC5CC(CC(C5)C3)C4)C(C)C)n2)c1	1.1	-6%	22%	19%	9%	-2.9%	-3.1%	19%	-1%
CC(C)(C)C(=O)Nc1ccccc1C(=O)NCc1cccnc1	.	-4%	32%	.	16%	.	4.3%	.	-6%
COC(=O)c1sccc1NC(=S)N1CCN(c2ccccc2)CC1	1.1	-8%	-15%	9%	10%	-6.7%	6.3%	14%	-5%
COc1cc(/C=N/NC(=O)Cc2nnc(NC(=O)c3ccccc3)s2)ccc1O	.	-3%	0%	.	4%	.	6.4%	.	-7%
Cc1cccc(-n2c(SCC(=O)N3CCCC3)nc3n[nH]c(C)c3c2=N)c1	1.8	-12%	11%	11%	10%	-8.1%	3.8%	2%	3%
FC(F)Sc1ccc(NC(=S)NC2CCC(NC(=S)Nc3ccc(SC(F)F)cc3)CC2)cc1 (configuration not stated)	1	-34%	-16%	-3%	-117%	-3.8%	4.0%	1%	0%
O=C(NC(=S)Nc1ccc(CN2CCOCC2)cc1)c1ccc([N+](=O)[O-])cc1	0.8	-48%	37%	8%	8%	-17%	2.1%	13%	2%
CC(=O)c1ccc(S(=O)(=O)N(C)CCCC(=O)N(C)Cc2ccccc2F)cc1	.	-10%	-20%	.	8%	.	1.6%	.	-8%
O=C(NCCc1ccccc1)c1ccc(CS(=O)Cc2ccc(Cl)cc2)o1 (configuration not stated)	.	4%	-2%	.	26%	.	4.6%	.	-8%
O=C(c1cc2n(n1)C(C(F)(F)F)CC(c1ccco1)N2)N1CCN(c2ccccn2)CC1 (configuration not stated)	1.1	6%	-5%	7%	10%	-4.2%	20%	-9%	2%
COc1ccc(Cn2c(=S)[nH]c3cc(C(=O)N4CCN(c5ccccc5)CC4)ccc3c2=O)cc1	.	-11%	-23%	.	20%	.	1.0%	.	-6%
CSc1nnc(-c2sccc2OCc2ccc(C)cc2)n1C	1.1	.	7%	-8%	1%	-0.9%	-2.5%	-7%	-2%
Cc1cc(F)ccc1S(=O)(=O)Nc1ncnc2sccc12	1	-21%	-4%	-2%	11%	-5.1%	-2.4%	-13%	-3%
O=[N+]([O-])c1ccc(NC(=S)N2CCOCC2)cc1	1	-10%	12%	8%	19%	-2.8%	-2.4%	8%	-6%
O=C(Nc1cnccn1)Nc1ccccc1F	.	-46%	-26%	.	-2%	.	8.3%	.	-6%
CCN(c1ccccc1)S(=O)(=O)c1ccc(Cl)c(NC(=O)COC(=O)c2cc(O)c3ccccc3c2O)c1	.	-3%	-9%	.	13%	.	1.1%	.	-6%
COc1ccc(C(CNC(=O)c2cncc(Br)c2)N(C)C)cc1 (configuration not stated)	1.1	-21%	0%	-4%	-2%	2.4%	-1.7%	-12%	-6%
COc1ccccc1N1CCN(C(=O)CSc2nc3ccccc3[nH]2)CC1	1.2	0%	-14%	-3%	0%	-0.6%	-4.9%	5%	-10%
CCOC(=O)C1=C(C)N=C2SC(C)C(=O)N2C1c1ccc(OC(C)=O)c(OCC)c1 (configuration not stated)	1.1	-6%	19%	17%	-2%	-2.6%	-5.2%	11%	-2%
CCN(c1ccccc1)S(=O)(=O)c1ccc(OCC(=O)Nc2cc(C)on2)cc1	1.2	12%	0%	17%	-3%	-5.3%	7.6%	20%	-2%
O=Cc1cn(-c2ccccc2)nc1-c1ccccn1	.	-15%	5%	.	10%	.	-5.5%	.	-6%
CC(C)c1ccc(NCCC(=O)c2cccs2)cc1	1.1	-14%	7%	18%	-18%	9.0%	5.4%	10%	2%
COc1ccc(C(=O)NC2CCCN(Cc3ccc(Cl)cc3)C2)c(OC)c1 (configuration not stated)	.	6%	0%	.	20%	.	2.7%	.	-3%
O=C(CNC(=O)c1ccccc1)Nc1ccsc1C(=O)O	1.1	24%	-21%	0%	7%	-0.9%	-4.1%	-8%	-4%
COc1ccc(CNC(=O)C2CCCN2S(=O)(=O)c2ccc(F)cc2)cc1 (configuration not stated)	1.1	6%	-3%[20 µM]	-10%	-16%	-1.2%	-1.8%	-3%	-4%
COc1ccc(N(CC(=O)NCc2ccco2)S(C)(=O)=O)cc1	1.1	-26%	-24%	2%	5%	-5.4%	-4.2%	-6%	-9%
O=[N+]([O-])c1ccc(/C=N\N2CCN(c3ccc(Cl)cc3)CC2)cc1	1	-21%	-10%	10%	0%	-5.1%	1.8%	7%	-3%
Cc1nn(CCO)c2ncc(C(=O)c3cc(Cl)ccc3O)cc12	.	-28%	-10%	.	-9%	.	0.0%	.	-1%
